# G9a block: qHTS Assay for Inhibitors of Histone Lysine Methyltransferase G9a; G9a H3K9 monomethylation, AlphaScreen, 2 h; Potency, µM (doses to about 102 µM), for inactives: at the highest dose activity, negative = inhibition, actives largely listed as inhibitors; hit rate 8.8% among 350,000; AID 504332, 2011; further: on the % scale 0 is the no-effect control and ±100 the full control effect; nearly all actives have a fitted effect of over 75% in size
#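 Signal arises when biotinylated H3K9 peptide, once monomethylated, bridges streptavidin donor and antibody-captured acceptor beads. Enzyme at 20 nM was preincubated 15 min with test compounds; peptide 500 nM and SAM 20 uM then reacted for 2 h.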
# BAZ2B inh: qHTS Assay for Inhibitors of BAZ2B | hit rate 4.4% among 360,000 | AlphaScreen BAZ2B-H3K14Ac peptide displacement | Bromodomain adjacent to zinc finger domain protein 2B (Homo sapiens), Q9UIF8 | AID 504333, 2011 | Potency, µM (highest dose often 114 µM), inactives show top-dose activity change, negative = inhibition, hits mostly inhibitors; further: on the % scale 0 is the no-effect control and ±100 the full control effect; nearly all actives have a fitted effect of over 60% in size
#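 Complex of BAZ2B and biotin-H3K14Ac (50 nM apiece) forms over 30 min at RT, then faces library compounds up to 110 uM for another 30 min; AlphaScreen beads added, 20 min dark incubation, luminescence read.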
# Pol kappa inh: qHTS for Inhibitors of Polymerase Kappa. AID 588579, 2011. Potency, µM (titrated, usually from 107 µM), without a hit: at the top dose activity, negative = inhibition, usual class: inhibitors. DNA polymerase kappa (Homo sapiens), Q9UBT6. hit rate 0.53% among 400,000. purified Pol kappa, fluorescent DNA synthesis assay, 10 min; further: on the % scale 0 is the no-effect control and ±100 the full control effect
#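 Activity was followed as the change in fluorescence between reads at 0 and 10 min after starting the reaction with 50 nM substrate. Beforehand, 10 nM polymerase had been preincubated with compound for 15 min at room temperature.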
# BLM inh: qHTS Assay for Inhibitors of Bloom's syndrome helicase (BLM). RecQ-like DNA helicase BLM (Homo sapiens), P54132. recombinant BLM DNA unwinding, fluorescence dequenching. Potency, µM (highest dose often 56.1 µM), for the others: at the top dose activity change, negative = inhibition, actives largely listed as inhibitors. hit rate 0.2% among 350,000. AID 2528, 2010;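 further: plate controls were vehicle for no effect and no enzyme for full effect; nearly all actives have a fitted effect of over 35% in size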
# JMJD2A Tudor: qHTS Assay for Inhibitors of JMJD2A-Tudor Domain; Lysine-specific demethylase 4A (Homo sapiens), O75164; AlphaScreen JMJD2A-Tudor / H3K4me3 peptide binding; Potency, µM (doses to about 114 µM), for the others: at the top dose activity change, negative = inhibition, hits mostly inhibitors; hit rate 4.4% among 390,000; AID 504339, 2011; further: on the % scale 0 is the no-effect control and ±100 the full control effect; nearly all actives have a fitted effect of over 50% in size
# Pol beta inh: qHTS Assay for Inhibitors of DNA Polymerase Beta | Pol beta primer extension/strand displacement, fluorescence kinetic | Potency, µM (doses to about 114 µM), for the others: at the highest dose activity change, negative = inhibition, actives largely listed as inhibitors | hit rate 1.3% among 340,000; further: on the % scale 0 is the no-effect control and ±100 the full control effect
#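 10 nM enzyme + cpd, 15 min RT; start with substrate 50 nM final; read 0 min and after 10 min RT. Corrected, normalized data; 4-parameter Hill curve fit.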
# APE1 inh: qHTS Assay for Inhibitors of the Human Apurinic/apyrimidinic Endonuclease 1 (APE1) | DNA repair nuclease/redox regulator APEX1 (Homo sapiens), P27695 | recombinant APE1, TAMRA/BHQ-2 abasic DNA cleavage fluorescence | Potency, µM (series often up to 65.8 µM), for inactives: at the top dose activity change, negative = inhibition, actives largely listed as inhibitors | hit rate 0.35% among 350,000 | AID 2517, 2012;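 further: plate controls were vehicle for no effect and reference inhibitor for full effect; nearly all actives have a fitted effect of over 55% in size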
# Target sequence (P27695 whole entry, looked up): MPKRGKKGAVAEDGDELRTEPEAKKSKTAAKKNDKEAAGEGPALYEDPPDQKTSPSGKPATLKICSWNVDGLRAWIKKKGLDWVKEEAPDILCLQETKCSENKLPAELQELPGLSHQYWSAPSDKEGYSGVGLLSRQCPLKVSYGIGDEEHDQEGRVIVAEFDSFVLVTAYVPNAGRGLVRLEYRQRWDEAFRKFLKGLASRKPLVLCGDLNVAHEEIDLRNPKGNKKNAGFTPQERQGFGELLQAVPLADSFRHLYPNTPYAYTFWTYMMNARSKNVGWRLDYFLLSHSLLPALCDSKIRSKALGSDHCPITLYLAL
#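 Step 1: APE1 (0.75 nM) with compound, 15 min RT. Step 2: add 50 nM fluorophore/quencher THF duplex. Step 3: three fluorescence reads 60 s apart (525/598 nm); read 3 minus read 1 = reaction progress.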
# Pol eta inh: qHTS for Inhibitors of Polymerase Eta | recombinant Pol eta, fluorescent DNA replication assay | Potency, µM (doses to about 114 µM), inactives show at the highest dose activity change, negative = inhibition, most hits filed as inhibitors | hit rate 1.2% among 390,000; further: on the % scale 0 is the no-effect control and ±100 the full control effect
#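 Pol eta (10 nM) was preincubated with compounds for 15 min at room temperature, after which fluorescent replication substrate (50 nM final) was added to start the reaction. Fluorescence was read kinetically at 0 and 10 min.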
# Pol iota inh: qHTS for Inhibitors of Polymerase Iota. DNA polymerase iota (Homo sapiens), Q9UNA4. Pol iota fluorescent replication assay, 10 min. Potency, µM (series often up to 115 µM), for the others: top-dose activity, negative = inhibition, most hits filed as inhibitors. hit rate 1% among 390,000
# Target sequence (Q9UNA4 whole entry, looked up): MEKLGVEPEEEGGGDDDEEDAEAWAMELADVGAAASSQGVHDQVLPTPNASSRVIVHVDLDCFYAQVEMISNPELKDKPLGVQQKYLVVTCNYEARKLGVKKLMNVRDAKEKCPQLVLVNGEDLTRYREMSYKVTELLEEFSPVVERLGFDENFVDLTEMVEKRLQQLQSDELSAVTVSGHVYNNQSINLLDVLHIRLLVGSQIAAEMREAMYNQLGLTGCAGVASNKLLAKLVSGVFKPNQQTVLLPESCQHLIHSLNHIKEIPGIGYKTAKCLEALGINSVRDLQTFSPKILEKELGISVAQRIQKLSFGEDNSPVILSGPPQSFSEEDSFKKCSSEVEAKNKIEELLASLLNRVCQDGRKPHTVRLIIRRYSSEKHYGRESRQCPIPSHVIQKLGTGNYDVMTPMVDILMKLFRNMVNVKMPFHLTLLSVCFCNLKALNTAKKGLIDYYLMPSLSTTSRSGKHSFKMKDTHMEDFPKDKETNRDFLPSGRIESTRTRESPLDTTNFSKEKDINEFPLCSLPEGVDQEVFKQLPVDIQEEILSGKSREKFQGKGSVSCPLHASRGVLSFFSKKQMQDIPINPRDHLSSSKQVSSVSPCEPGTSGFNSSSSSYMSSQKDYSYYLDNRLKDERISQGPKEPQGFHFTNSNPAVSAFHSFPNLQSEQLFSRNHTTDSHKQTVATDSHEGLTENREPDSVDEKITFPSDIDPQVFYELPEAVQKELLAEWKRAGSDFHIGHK
#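 Fluorescent replication assay read twice, at 0 min and 10 min after adding 50 nM (final) substrate. Enzyme (10 nM) and compounds were first incubated 15 min at room temperature; enzyme-free buffer wells were negative controls.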
# Numbers without * were called inactive; ? = inconclusive; . = not tested or not shown; & = joins results of further samples; [ ] = dose if it differs, or a comment. The call rests on the fitted dose curve; in most records, active means well fitted curve in the direction sought with a large enough effect; inconclusive means small, poorly fitted or top-dose-only effect, or another doubt; inactive means no such curve, though single readings can be large; an effect the other way counts as inactive or inconclusive. Potency means the concentration at half of the fitted maximal effect. A portion of the library; the hit share may differ from the screen's.
# Preview (six entries):
1	CC1CN(C)C(C)c2c1oc1ccc(N)cc21 (stereo not given)
2	CCC(=O)c1ccc(N2CCCCC2)c(F)c1
3	CN1/C(=C\C=N\NC(=O)c2ccccc2Br)C(C)(C)c2ccccc21
4	Cc1cccc(-n2c(SCC(=O)NCc3ccc4c(c3)OCO4)nc3ccccc3c2=O)c1
5	CCc1cccc(C)c1NC(=O)Cn1ccn(-c2ccc(F)cc2)c(=O)c1=O
6	C[C@H](NS(=O)(=O)c1ccc(Cl)cc1)C(=O)OCC(=O)NC(=O)Nc1ccc2c(c1)OCCO2
entry no.	1	2	3	4	5	6
G9a block	?	.	?	-4%[59 µM]	-7%[59 µM]	4%[59 µM]
BAZ2B inh	-23%	-2%	?	-5%	2%	-36%
Pol kappa inh	-17%	-4%	-16%	-6%	-5%	-3%
BLM inh	-7%	-4%	-3%	-1%	1%	-1%
JMJD2A Tudor	-22%	14%	?	-3%	6%	-26%
Pol beta inh	1%	17%	1%	15%	-10%	8%
APE1 inh	6%	21%	-5%	-3%	.	-5%
Pol eta inh	-1%	-10%	-18%	-12%	-15%	-22%
Pol iota inh	3%	27%	26%	-13%	8%	14%

# This part in full, from the start:
1	CC1CN(C)C(C)c2c1oc1ccc(N)cc21 (stereo not given)
2	CCC(=O)c1ccc(N2CCCCC2)c(F)c1
3	CN1/C(=C\C=N\NC(=O)c2ccccc2Br)C(C)(C)c2ccccc21
4	Cc1cccc(-n2c(SCC(=O)NCc3ccc4c(c3)OCO4)nc3ccccc3c2=O)c1
5	CCc1cccc(C)c1NC(=O)Cn1ccn(-c2ccc(F)cc2)c(=O)c1=O
6	C[C@H](NS(=O)(=O)c1ccc(Cl)cc1)C(=O)OCC(=O)NC(=O)Nc1ccc2c(c1)OCCO2
7	Cc1ccccc1NC(=O)NC1CCCCCCC1
8	Fc1ccc(-c2cc(-c3ccccc3)nc(-n3cccn3)n2)cc1
entry no.	1	2	3	4	5	6	7	8
G9a block	?	.	?	-4%[59 µM]	-7%[59 µM]	4%[59 µM]	-4%	126%
BAZ2B inh	-23%	-2%	?	-5%	2%	-36%	-1%	28%
Pol kappa inh	-17%	-4%	-16%	-6%	-5%	-3%	2%	-6%
BLM inh	-7%	-4%	-3%	-1%	1%	-1%	-2%	-15%
JMJD2A Tudor	-22%	14%	?	-3%	6%	-26%	5%	35%
Pol beta inh	1%	17%	1%	15%	-10%	8%	-23%	0%
APE1 inh	6%	21%	-5%	-3%	.	-5%	-16%	-2%
Pol eta inh	-1%	-10%	-18%	-12%	-15%	-22%	-2%	-21%
Pol iota inh	3%	27%	26%	-13%	8%	14%	-29%	57%[activator]

9	COc1ccc(Cl)cc1NC(=O)Cc1c(F)cccc1Cl
10	Cc1cc(NC(=O)NC(=O)c2ccccc2)no1
11	Cc1nc2ccccc2nc1SCC(=O)N1CCC(C)CC1
12	COc1ccc2nc(-c3ccccn3)[nH]c2c1
13	Cc1cccc(N2CCN(C(=O)c3ccc4ccccc4c3)CC2C)c1 (stereo not given)
14	CC(C)(C)C1CCC(=NNC(=O)CN(c2ccccc2)S(=O)(=O)c2ccccc2[N+](=O)[O-])CC1 (stereo not given)
15	O=C(Cc1ccsc1)N1CCN(S(=O)(=O)c2cccc(F)c2)CC1
16	COC(=O)c1cc(S(=O)(=O)NCC2CCN(Cc3ccc(F)cc3)CC2)cn1C
entry no.	9	10	11	12	13	14	15	16
G9a block	-7%[59 µM]	68%[activator]	23%	35µM*	.	-4%	-40%	-4%
BAZ2B inh	6%	6%	3%[57.1 µM]	?	.	-11%	-5%	-4%&-8%
Pol kappa inh	-9%	-14%	-12%	3%	-12%	-3%	-8%	2%&6%
BLM inh	1%	0%	0%	2%	.	-6%	.	3%&-2%
JMJD2A Tudor	-1%	-15%	-5%	-13%	?	-24%	-14%	-15%&-17%
Pol beta inh	13%	106%	13%	-21%	.	-1%	.	21%&-9%
APE1 inh	-1%	4%	-5%	53%[activator]	-6%	-8%	-10%	8%
Pol eta inh	-15%	6%	-16%	-18%	-10%	-10%	-4%	-21%&-3%
Pol iota inh	-6%	-10%	21%	52%[activator]	-8%	22%	16%	23%&1%

17	COc1cc(OC)cc(C(=O)Nc2cc(-c3nc4ccccc4[nH]3)ccc2C)c1
18	COc1ccc(OCc2nnc(SCc3ccc(C(=O)O)cc3)o2)cc1
19	COc1ccc(NC(=O)CN(C)C(=O)C(C)Sc2ccccc2)cc1 (stereo not given)
20	CCN(CC(=O)NCc1ccccn1)S(=O)(=O)c1ccc(Cl)cc1
21	Cc1nc(-c2ccc(S(=O)(=O)Oc3ccccc3Cl)s2)cs1
22	O=C(O)c1ccccc1N=N/C(=N/Nc1cc(S(=O)(=O)O)ccc1O)c1ccccc1
23	COC(=O)c1ccc(NC(=O)CSc2ccc(-c3cccs3)nn2)cc1
24	Cc1cc(N/N=C/c2ccccc2F)nc(NCc2ccccc2)n1
entry no.	17	18	19	20	21	22	23	24
G9a block	2%[59 µM]	11%	7%	13µM*	35%[activator]	?	-1%[59 µM]	?
BAZ2B inh	-31%	4%	2%	0%	24%	11µM*	-3%	?
Pol kappa inh	1%	-7%	-6%	-8%	-1%	-22%	1%	-4%
BLM inh	-3%	-4%	1%	-3%	-13%	.	-6%	-7%
JMJD2A Tudor	-18%	-7%	-10%	-5%	68%[activator]	13µM*	4%	-17%
Pol beta inh	1%	14%	24%	-1%	-21%	.	31%	-3%
APE1 inh	.	5%	13%	1%	-2%	9%	.	1%
Pol eta inh	-9%	13%	-7%	-2%	5%	?	-6%	-26%
Pol iota inh	-14%	107%[activator]	25%	8%	32%[activator]	?	-14%	-18%[58.9 µM]

25	CCCCC(CC)C(=O)NCC(C)NC(=O)C(CC)CCCC (stereo not given)
26	Cc1ccc(-n2nc(C(=O)Nc3ccc(C)c(F)c3)c(=O)n(C)c2=O)cc1
27	COc1ccccc1CNC(=O)C/C(C)=N/NC(=O)COc1ccc(C)cc1Br
28	CC(c1ccccc1)c1nnc(NC(=O)Nc2ccccc2F)s1 (stereo not given)
29	OC1CCCN(CC(O)COc2ccc(-c3ccccc3)cc2)C1 (stereo not given)
30	O=c1c(-c2cc(F)cc(F)c2)nc2cnc(Nc3ccccc3)nc2n1C[C@H]1CCCO1
31	CCc1ccc(-c2nc(SCC(=O)c3c(N)n(C)c(=O)n(C)c3=O)n[nH]2)cc1
32	C=CCc1ccc(OC)c(OC)c1
entry no.	25	26	27	28	29	30	31	32
G9a block	4%[59 µM]	-3%[59 µM]	27%	20%	20%	8%[0.501 µM]	.	-1%[12.7 µM]
BAZ2B inh	-33%	-4%	0%	4%	1%	.	.	6%
Pol kappa inh	-7%	-7%[60.1 µM]	-13%	-7%[60.1 µM]	-8%	3%[60.1 µM]	?	-3%
BLM inh	-6%	1%	6%	-1%	-11%	-2%	.	-1%
JMJD2A Tudor	4%[57.1 µM]	-10%	1%	4%	-26%	.	-36%	-6%
Pol beta inh	20%	?	10%	5%	5%	.	.	19%
APE1 inh	-5%	.	-6%	0%	-8%	-3%	49%[activator]	5%&16%
Pol eta inh	-19%	-10%	-2%	-21%	-5%	.	-1%	-9%
Pol iota inh	16%	23%	-11%	21%	-1%	.	33%[activator]	11%

33	CC(C)(C)OC(=O)NOCC(=O)N(Cc1ccccc1)CC(O)COc1ccccc1 (stereo not given)
34	CC(C)C[C@H]1CNC(=S)N1CC1CCN(CC2CCCC2)CC1
35	Cc1ccc(NC(=O)CN(C)C(=O)c2cccc(S(=O)(=O)NCc3ccccc3)c2)cc1
36	CCCCNC(=S)N(C)/N=C/c1ccccc1C(=O)O
37	COC(=O)c1ccc(COc2ccc(C3C4=C(CCCC4=O)Nc4onc(C)c43)cc2)cc1 (stereo not given)
38	O=C(CSc1nnc(CNC(=O)c2ccccc2F)o1)NC1CCCCC1
39	CC(=O)Nc1nonc1-c1nnc(SCC(=O)Nc2ccc(C)c(Cl)c2)n1C
40	COc1ccccc1-c1nc2c(c(SCc3cc(C)ccc3C)n1)Cc1c(CO)cnc(C)c1O2
entry no.	33	34	35	36	37	38	39	40
G9a block	0%[2.33 µM]	.	-3%	-8%	-1%[12.7 µM]	2%[0.501 µM]	-1%[59 µM]	-37%[59 µM]
BAZ2B inh	17%	.	10%	0%	-5%	-3%	6%	-15%
Pol kappa inh	-10%	-7%	-14%	-4%	-14%	-2%	-4%	-21%
BLM inh	.	.	.	-3%	-9%	-1%	-7%	-12%
JMJD2A Tudor	-4%	-9%	-19%	6%	-24%	-7%	12%	-22%
Pol beta inh	.	.	.	5%	8%	6%	?	6%
APE1 inh	-7%	.	6%	0%	-9%	-2%	.	.
Pol eta inh	-13%	-3%	-8%	1%	?	6%	-7%	-3%
Pol iota inh	-4%	-2%	-5%	17%	-9%	11%	20%	3%

41	O=C(CSc1ccc2nnc(-c3cccnc3)n2n1)NCC1CCCO1 (stereo not given)
42	CC1(C)CC(=O)C2=C(C1)NC(=O)CC2c1cc2c(cc1Br)OCO2 (stereo not given)
43	COc1ccccc1/C=C/c1nc2ccc(OC(C)=O)cc2c(=O)o1
44	COC(=O)c1sccc1NC(=S)N(C)C1CCCCC1
entry no.	41	42	43	44
G9a block	?	-1%	-8%	5%
BAZ2B inh	1%	2%	6%	72%[activator]
Pol kappa inh	6%	-8%	-1%	5%
BLM inh	-1%	-4%	-4%	-6%
JMJD2A Tudor	-4%	-18%	5%	50%[activator]
Pol beta inh	0%	43%	5%	2%
APE1 inh	1%	2%	21%	0%
Pol eta inh	-21%	-7%	-18%	-18%
Pol iota inh	50%[activator]	-4%	178%[activator]	30%

# Screens as filed in PubChem BioAssay.
